# Screening results as filed in PubChem.
# RmlCD inh mix: RmlC and RmlD coupled enzyme inhibitors, primary screen, biochemical, 384-well, compound mixtures, retest; RmlC/RmlD coupled enzyme inhibition, 384-well mixture HTS; inhibition, % at 5.5 µM; 110,000 compounds, 0.39% hits; AID 1532, 2009; in the data active = inhibition above about 30%, passing the limit was not always enough; inconclusive = no clear call, values can overlap the other calls; also: strong numbers were not always called active
# HIV RNase H inh: HIV-1 RT RNase H inhibitors, primary screen, biochemical, fluorescence; RT-RNase H RNA/DNA duplex cleavage; Gag-Pol polyprotein (Human immunodeficiency virus type 1 group M subtype B (isolate …; 65,000 compounds, 1.9% hits; AID 565, 2006; inhibition, % at 10 µM; in the data active = inhibition above about 50%
# * marks the source's active call; other numbers are inactive results; ? = inconclusive; / = no result given. The list is partial, so the mix of outcomes need not match the whole.
Structure,RmlCD inh mix,HIV RNase H inh
CC(C)[C@H]1CN=C2N(CCNC(=O)CCC3CCCCC3)[C@H](Cc3ccc(O)cc3)CN21,8,/
COc1ccc(C(=O)CSc2nnc(COc3ccc(C#N)cc3)n2-c2ccccc2)cc1,14,-5
COC(=O)[C@@]1(Cc2ccc(OC)cc2)[C@@H]2C(=CC(=O)[C@H]2CC(=O)C(=O)N(C)C)CN1C(=O)c1ccccc1,-8,/
COCCNC(=O)C1CCCN(c2nn3c(=O)cc(C)nc3s2)C1 (stereo unspecified),-4,-7
Cc1nc(SCC(=O)Nc2ccc(N3CCOCC3)cc2)nc(C)c1C,31,/
CCn1c(SCCC(=O)O)nnc1-c1cccnc1,12,-1
Cc1ccc(-c2c(C)c(-c3ccc(F)cc3)nc(N)c2C#N)o1,-10,11
CCn1c(-c2cccc(Cl)c2)n[nH]c1=S,0,-2
CC(=O)Oc1ccc2c(c1)c(C(C)=O)c(C)n2C,13,-12
Cc1nn(-c2ccccc2)c(C)c1/C=N/NC(=O)c1cc(-c2ccc(Cl)s2)[nH]n1,5,/
Cc1ccc(OCC(O)CN2C(=O)NC(C)(C)C2=O)cc1 (stereo unspecified),1,/
N#CCC(CNc1ncc(C(F)(F)F)cc1Cl)OC(=O)c1ccc(Cl)cc1 (stereo unspecified),8,/
Cc1ccc(Cn2ccc(NC(=O)c3cc4nc5c(c(C(F)(F)F)n4n3)CCc3ccccc3-5)n2)cc1,?,/
COc1ccc(-c2c3c(=O)n(C)c(=O)n(C)c3cn2Cc2ccccn2)cc1,10,4
CC(=O)c1c(C(C)=O)c(C)n(-c2ccc(C(=O)O)cc2)c1C,-10,-15

Structure,RmlCD inh mix,HIV RNase H inh
CCC(=O)Nc1ccc2oc(-c3ccccc3Br)nc2c1,32,-1
CC1CCCCN1Cc1nc2c(c(=O)n(C)c(=O)n2C)n1Cc1c(F)cccc1Cl (stereo unspecified),7,-8
CC(=O)c1ccc(O)c(CC=C(C)C)c1O,8,/
CCCCNC(=O)CC1N=C2c3ccccc3N=C(SCC(=O)Nc3ccccc3OC)N2C1=O (stereo unspecified),-24,2
COCCCNC(=O)CN(c1ccc(OC)cc1)S(=O)(=O)c1ccc(NC(C)=O)cc1,-7,1
C/C(Cl)=C/Cn1c(SCC(C)C)nc2c1c(=O)[nH]c(=O)n2C,-8,26
O=C(O)C1=C[C@@H](C2CC2)C[C@@H](OCc2ccc(CO)cc2)O1,6,/
Brc1[nH]nc2ccccc12,-6,-37
Cn1cccc1CNC(=O)Nc1ccc(Cl)cc1,8,0
CCc1c(C(=O)NCc2ccccc2Cl)[nH]c(C)c1C(C)=O,-15,-26
O=C1/C(=C/c2cccs2)SC(=S)N1c1ccccc1,18,/
Cc1ccc(C(c2nnnn2CC2CCCO2)N2CCN(C(=O)c3ccco3)CC2)cc1 (stereo unspecified),7,0
O=C(CCNC(=O)c1ccccc1)OCN1C(=O)c2ccccc2C1=O,-11,/
O=C(Nc1ccc2c(c1)OCO2)c1ccc(Cl)nc1,-6,/
Cc1ccccc1S(=O)(=O)Nc1cccnc1,-6,/

Structure,RmlCD inh mix,HIV RNase H inh
NC(=O)Nn1c(CCC(=O)O)ccc1-c1ccc(Br)cc1,7,9
CC(C)c1ccc(OCc2nc(-c3ccccn3)no2)c(Br)c1,-29,-12
Cc1ccc(C)c(Cn2c(=O)c3c(nc4n3CCN4Cc3ccco3)n(C)c2=O)c1,3,-5
O=C(NC1CCCCCC1)C1CCN(S(=O)(=O)c2cccc3cccnc23)CC1,?,4
Cc1ccc(-c2csc(NC(=O)c3cccc(N4C(=O)CCC4=O)c3)n2)o1,-6,57*
COc1ccccc1CN(CC(=O)NCc1ccco1)C(=O)CNS(=O)(=O)c1ccc(C)cc1,-12,5
O=P(CCC(F)(F)F)(CCC(F)(F)F)CCC(F)(F)F,6,2
Cn1nnnc1SCC(=O)Nc1c(Cl)cccc1Cl,/,-2
O=C(Nc1ccc(-c2noc(-c3cccs3)n2)cc1)c1cccnc1,13,0
O=C(c1ccc(Br)s1)N1CCN(Cc2ccc3c(c2)OCO3)CC1,-11,-8
COc1ccc(Cl)cc1S(=O)(=O)n1ccnc1C(C)C,-1,-36
Cn1c(=O)c2cc(S(=O)(=O)Nc3ccc4c(c3)OCO4)ccc2n(C)c1=O,5,3
CCc1cccc2c(C#N)cn(CC(=O)NCc3ccco3)c12,3,0
CCC(CC)C(=O)N(c1ccc(F)cc1)C1C=CS(=O)(=O)C1 (stereo unspecified),-11,-13
CSc1nc2ccc(S(=O)(=O)N3CCCCC3)cc2s1,-1,/

Structure,RmlCD inh mix,HIV RNase H inh
COc1ccc(-c2cc(C(F)(F)F)n3nc(N)nc3n2)cc1,75*,/
Cc1cc(N2CCN(C3CCCCC3)CC2)nc2cccc(O)c12,15,9
O=C(Nc1ccc(Cl)cc1)c1cccs1,3,/
Cc1nc2ccc(S(=O)(=O)NC(C(=O)Nc3nc4ccc(Cl)cc4s3)C(C)C)cc2s1 (stereo unspecified),-5,/
Cn1c(Cn2c(=O)sc3ccccc32)nnc1SCc1ccccn1,-98,-49
Cc1ccc(C)c(N2CCN(C(=O)CCCn3c(=S)[nH]c4cc5c(cc4c3=O)OCO5)CC2)c1,6,40
COc1ccc(CC(=O)n2c(CC#N)nc3ccccc32)cc1OC,8,5
COC(=O)c1sccc1-c1ccc(C(=O)Nc2cccc(Cl)c2)o1,0,/
CCOC(=O)N1CCN(S(=O)(=O)c2c(C)nn(C)c2C)CC1,21,-16
c1ccc(COc2ccc(OCCCN3CCCCC3)cc2)cc1,17,/
COc1cccc(NS(=O)(=O)c2ccc3[nH]cc(C(=O)NCCC(C)C)c(=O)c3c2)c1,6,12
Cc1ccc(S(=O)(=O)NCCCN2CCOCC2)c(C)c1,2,-12
Cc1cc(C(=O)CSc2nnc(N)s2)c(C)n1-c1c(C)n(C)n(-c2ccccc2)c1=O,3,/
O=C(CCS(=O)(=O)c1ccc(Br)cc1)N1CCN(c2ccc(Cl)cc2)CC1,0,/
CN(C)CCNc1oc(COc2ccc(-c3ccccc3)cc2)nc1C#N,-13,-3

Structure,RmlCD inh mix,HIV RNase H inh
CN1CCN(c2c3c(c(C#N)c4nc5ccccc5n24)CCCC3)CC1,/,-11
CCOc1ccc(N2C(=O)C3CCCN3C2=O)cc1 (stereo unspecified),3,-87
CCn1c(Cn2nnc(-c3ccccc3)n2)nnc1SCC(=O)Nc1ccc(C(C)=O)cc1,-19,-2
Cc1ccc2c(c1)cc(CN(Cc1cccs1)C(=O)c1ccco1)c1nnnn12,-18,-7
CCC(C)NC(=O)C1CCCN(S(=O)(=O)c2ccc(-n3cnnn3)cc2)C1 (stereo unspecified),-4,-8
CCOc1ccc(CNn2nnnc2N)cc1,-8,/
CCOC(=O)N1CCN(C(C)C(=O)c2c[nH]c3ccccc23)CC1 (stereo unspecified),-4,-1
CC1=CCC(COC(=O)Nc2ccccc2)CC1 (stereo unspecified),2,-5
O=C1CCCN1c1ccc(S(=O)(=O)Oc2ccc(Cl)cc2)cc1[N+](=O)[O-],8,/
Cc1cc(C)c(NC(=O)CSc2nnc(-c3ccncc3)n2Cc2ccco2)c(C)c1,5,-4
CC(C)OCCCN1CN(S(=O)(=O)c2ccccc2)c2nc3ccccc3nc21,1,38
CN(C(=O)c1cc2nc(-c3ccco3)cc(C(F)(F)F)n2n1)C1CCCCC1,3,-3
CC(C)(C)C(=O)OCC1OC(n2cnc(C(N)=O)n2)C(O)C1O (stereo unspecified),4,-2
CCO[C@@H]1OC(C(N)=O)=C[C@H](c2ccc3c(c2)OCO3)[C@H]1CCCO,-9,/
CCC(=O)N1c2ccc(S(=O)(=O)CCC(=O)NCc3ccc4c(c3)OCO4)cc2CC1C (stereo unspecified),/,-18

Structure,RmlCD inh mix,HIV RNase H inh
COC(=O)CCC(NC(=O)c1cc(-c2ccc3c(c2)OCCO3)oc1C)C(=O)OC (stereo unspecified),10,4
CCOc1ccc2nc(C(C)O)[nH]c2c1 (stereo unspecified),114,-3
C=CCNC(=O)CN(c1ccc(F)cc1)S(=O)(=O)c1ccc(OC)cc1,2,-5
CCOC(=O)Cc1c(C)nc2c(-c3cccc(Br)c3)c[nH]n2c1=O,6,5
Cc1ccc(C2C(C(=O)c3sc(C)nc3C)=C(O)C(=O)N2CCCN(C)C)o1 (stereo unspecified),/,-12
O=C(O)CCc1ccc(-c2cccs2)n1CCC(=O)O,10,13
Nc1ccccc1Oc1ncc(C(F)(F)F)cc1Cl,3,/
Cc1ccc(CNC(=O)c2ccc3c(=O)n(CCCN4CCCC4=O)c(=S)[nH]c3c2)cc1,2,/
Cc1cccc(N2C(=O)SC(N(CC(=O)O)c3cccc(C)c3)C2=O)c1 (stereo unspecified),3,7
NC(=O)CN1CCN(c2ccccc2F)CC1,-3,-14
COc1ccc(OCc2ccc(C(=O)N3CCOCC3)cc2)cc1,12,/
Cc1cc(O)c(-c2n[nH]c3c2C(c2cccc(O)c2)N(Cc2cccnc2)C3=O)cc1Cl (stereo unspecified),4,9
O=C(CCc1ccccc1)Nc1ccc(N2CCOCC2)cc1,0,-5
O=c1c2ccccc2n(Cc2ccc(F)cc2)c(=O)n1C1CCCC1,6,-3
CCn1c(SCC(=O)OCC(=O)N2c3ccccc3NC(=O)C2(C)C)nnc1-c1ccco1,12,5

Structure,RmlCD inh mix,HIV RNase H inh
Cc1cc(C(=O)NNC(=S)NC(=O)/C=C/c2ccccc2Cl)n[nH]1,-12,/
Cc1c(S(=O)(=O)N2CCc3ccccc3C2)c(=O)n(C)c(=O)n1C,-11,-5
COc1ccc2[nH]c3c(NCc4ccco4)ncnc3c2c1,12,/
CCOC(=O)CS(=O)(=O)c1ccc(C(F)(F)F)cn1,-4,/
CC[C@H]1CN2CC[C@@]3(C(=O)Nc4ccccc43)[C@@H]2C[C@@H]1/C(=C\OC)C(=O)OC,-11,/
O=c1[nH]c2cc3c(cc2cc1C(c1nnnn1C1CCCC1)N1CCCc2ccccc21)OCCO3 (stereo unspecified),/,6
CCCc1nc2sc3c(c2c(=O)n1NC(=O)CCC(=O)O)CCCC3,3,/
CCOC(=O)CSC1=C(C#N)C(C)C2=C(CCCC2=O)N1 (stereo unspecified),-6,31
CC(C)(C)NS(=O)(=O)c1ccc(CCC(=O)N2CCOCC2)cc1,-14,-11
O/N=C/c1cn(-c2ccccc2)nc1-c1ccc2c(c1)OCCO2,0,/
CCOC(=O)c1c(C)[nH]c(C(=O)COC(=O)CN2C(=O)C3CCCCC3C2=O)c1C (stereo unspecified),-12,/
CCCCC(=O)NCCc1ccc(OC)cc1,-16,/
Cc1nn(C)c(C)c1S(=O)(=O)N1CCC(C(=O)NCCC2=CCCCC2)CC1,-15,-6
COc1ccc(-c2nn(-c3ccccc3)cc2/C=N/n2cnnc2)cc1OC,12,-20
CCOc1ccc(-c2csc(N)c2C(=O)OC)cc1,4,/

Structure,RmlCD inh mix,HIV RNase H inh
COc1ccc2c(c1)[nH]c1c(=O)n(CCN(C)C)cnc12,6,1
COCCn1c(-c2ccc(-c3ccccc3Cl)o2)nc2c1c(=O)[nH]c(=O)n2CC(C)C,144*,73*
COc1ccc(C2=C(Nc3ccc(F)cc3)c3ccccc3C2=O)cc1,-25,/
O=S(=O)(NC1CC1)c1ccc(S(=O)(=O)N2CCCC3(CCCCC3)C2)cc1,0,26
COCCn1nnnc1C(CC(C)C)N1CCN(c2cccc(OC)c2)CC1 (stereo unspecified),-3,-25
Cc1cc(C(=O)NCC(=O)O)c(C)o1,8,/
O=C(CNC(=O)OCc1ccccc1)Nc1ccc(Br)cc1C(=O)c1ccccc1,-13,/
O=C1Cc2ccccc2C(c2ccc(Br)cc2)N1 (stereo unspecified),10,/
Cn1ncc2c(NCc3ccccc3)ncnc21,12,-9
CCCCC(=O)Nc1ccc2oc(-c3ccncc3)nc2c1,-29,-8
CC(C)c1ccc(NC(=O)C(c2ccccc2)N(C)C(=O)CCc2c[nH]c3ccccc23)cc1 (stereo unspecified),-6,/
C=CCn1c(SCC(=O)c2cc(C)n(CCOC)c2C)nc2sc(C)c(C)c2c1=O,25,/
CCOC(=O)C1C(=O)NC(N2CCN(Cc3ccccc3)CC2)=NC1c1ccccc1 (stereo unspecified),-7,/
O=C(Nc1ncc2c(n1)-c1ccccc1CC2)c1ccc(Cl)cc1,7,/
COc1ccc(CC(NC(=O)c2ccccc2)C(=O)NCC(=O)O)cc1 (stereo unspecified),4,3
CC(=O)Nc1ccc(C(=O)Nc2ccc(S(=O)(=O)N3CCCC3)cc2)cc1,-10,2
O=[N+]([O-])c1cnccc1Nc1ccc(F)cc1,9,/
O=C(Nc1ccccc1-c1ccccc1)c1ccc(NC(=O)c2ccco2)cc1,-18,/
